Compound activity as filed in PubChem.
HIF act – HIF pathway transcriptional activation. U2OS HRE-luciferase reporter, luminescence; normalized: DMSO 0%, desferrioxamine 100%. activation, % at 7.5 µM (by protocol). 300,000 tested, 0.32% active;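 active means mean activation of at least 10% of the iron chelator positive control signal, with at least half of replicates also reaching 10%; inconclusive means mean and replicate majority disagree about reaching 10%; inactive means mean and most replicates under 10%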
TRPC6 activator – activators of mouse TRPC6 channel. HEK293-TRPC6 membrane potential dye fluorescence; hits give high values. B-score at 10 µM. 310,000 tested, 0.13% active. AID 2550;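 active means B-score of the integrated fluorescence ratio above library mean plus 3 SD, and starting fluorescence ratio within library mean plus 5 SD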;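 further: higher score means more depolarization so channel activation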
MrgX1 antag – human MrgX1 receptor antagonism, primary screen | MRGX1-HEK293 calcium flux, Fluo-4, BAM8-22 antagonism; hits give low values | Q96LB2 | 310,000 tested, 1.3% active | AID 588676 | B-score at 10 µM;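 active means calcium-response B-score plate-corrected more than 3 library SD below zero, starting fluorescence within 5 deviations, no agonist response on first addition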;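 further: peak minus trough fluorescence over baseline after final BAM8-22 challenge near maximal dose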
Target sequence (Q96LB2 whole entry, looked up): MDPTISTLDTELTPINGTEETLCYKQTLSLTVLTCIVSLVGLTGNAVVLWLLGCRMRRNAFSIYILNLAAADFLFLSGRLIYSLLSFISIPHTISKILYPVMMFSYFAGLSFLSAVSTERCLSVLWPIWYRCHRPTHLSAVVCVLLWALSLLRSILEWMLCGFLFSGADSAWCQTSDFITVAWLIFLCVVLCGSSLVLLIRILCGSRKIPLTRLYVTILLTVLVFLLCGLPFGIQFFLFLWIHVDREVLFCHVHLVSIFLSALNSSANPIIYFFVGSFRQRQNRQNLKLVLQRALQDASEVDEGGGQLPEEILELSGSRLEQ
TRPC4 inh – TRPC4 (mouse) channel inhibition | 300,000 tested, 0.39% active | HEK293 TRPC4beta/mu-opioid, DAMGO-evoked Fluo4 calcium flux; hits give low values | B-score at 10 µM;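 active means B-score over 3 SD under the library average, no early fluorescence shift, positive overall ratio signal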
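System: stable TRPC4beta/mu-opioid receptor HEK293 cells; Dosing: single-point compound dosing; Measured by: Fluo4 Ca2+ flux fluorescence; Read-out basis: per-well B score of integrated baseline-normalized Fluo4 ratio.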
KLF5 inhibitor – kruppel-like factor 5 inhibition. DLD-1 KLF5 promoter-luciferase reporter, luminescence. inhibition, % at 5 µM. 290,000 tested, 0.23% active;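 active means inhibition above a per-plate limit of that plate's mean compound inhibition plus 3 SD, cut at about 60% in these data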;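 further: 0% = DMSO wells and 100% = LY294002 at 200 µM; higher means less KLF5 promoter-driven luciferase light; inactives centre near -14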
TRPC4 agonist – opens the mouse TRPC4 cation channel | B-score at 10 µM | 310,000 tested, 0.49% active | AID 2237 | Q9QUQ5 | HEK293 TRPC4beta/mu-opioid, Fluo4 calcium fluorescence; hits give high values;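 active means B-score above 5 SD of library B-scores, and initial fluorescence ratio not above library mean plus 5 SD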;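 further: positive B-score marks a calcium rise read as TRPC4 activation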
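system = HEK293 cells stably co-expressing mouse TRPC4beta and mu-opioid receptor | schedule = Fluo4 dye loading 45 min at room temperature, 110 s recording | measure = B-scored integrated calcium fluorescence ratio | signal = Fluo4 calcium-sensitive dye fluorescence, kinetic, 1 Hz baseline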
IEC-6 cytotox – kills IEC-6 intestinal cells in KLF5 counter-screen; IEC-6 cytotoxicity, luminescence viability; inhibition, % at 5 µM; 290,000 tested, 0.78% active; in the data active means inhibition above about 22%;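 further: 0% = plate median of test compound wells and 100% = cytotoxic reference compound wells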
TRPC4 PAM – allosterically enhances the mouse TRPC4 cation channel. Q9QUQ5. HEK293 TRPC4beta/mu-opioid, DAMGO EC20, Fluo-4 Ca2+ flux; hits give high values. B-score at 10 µM. 310,000 tested, 0.42% active. AID 2227;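 active means B-score of calcium response area above 5 SD of library B-scores, with initial fluorescence ratio within 5 SD of library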;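 further: B-score of integrated fluorescence ratio over time as area under calcium response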
SKKanGAS inh – inhibitors of SKKanGAS S. pyogenes growth in kanamycin (SK-promoter or general growth effect). inhibition, % at 7.5 µM. AID 1662. BacTiter-Glo, 6 h. 300,000 tested, 1.3% active;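 active means mean replicate score, as percent of positive control median, at least 50; inconclusive means mean below 50 but one replicate at or above 50; inactive means mean and every replicate below 50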;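 further: strain carries kanamycin resistance gene driven by streptokinase promoter and grows in 40 µg/ml kanamycin; loss of luminescence reflects streptokinase promoter inhibition or plain growth inhibition; 0% = median of DMSO wells and 100% = positive control at its reference dose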
TRPC6 inhibitor – mouse TRPC6 channel inhibition; Q61143; HEK293-TRPC6, membrane potential dye, ACh-evoked depolarization; hits give low values; B-score at 10 µM; AID 2553; 310,000 tested, 1.1% active;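 active means B-score under library mean minus 3 SD, initial fluorescence not abnormally high, positive integrated signal ratio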;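 further: B-score derived from integrated fluorescence ratio over the kinetic read; more negative B-score means stronger inhibition of depolarization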
aSyn 5UTR inh – 5' untranslated region of α-synuclein, MLPCN primary screen; alpha-synuclein 5'UTR reporter, inhibitor activity; inhibition, % (tested at 7.5 µM); 300,000 tested, 0.82% active; in the data active means inhibition above about 60%; inconclusive means no clear call, values can overlap the other calls;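 further: H4 neuroglioblastoma cells stably carrying SNCA 5'UTR luciferase fusion; 0% = DMSO wells and 100% = positive control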
* marks the source's active call; other numbers are inactive results; i = inactive; ? = inconclusive; nt = no result given.

SMILES | HIF act | TRPC6 activator | MrgX1 antag | TRPC4 inh | KLF5 inhibitor | TRPC4 agonist | IEC-6 cytotox | TRPC4 PAM | SKKanGAS inh | TRPC6 inhibitor | aSyn 5UTR inh
COc1cccc(N2[C@@H](CC(=O)O)c3cc(C(F)(F)F)ccc3S2(=O)=O)c1 | -0.5 | i | i | i | nt | i | nt | i | 5 | i | -29
CC(=O)OCn1nnc2ccccc2c1=O | -0.3 | i | i | i | -16 | i | 1 | i | -20 | i | 13
CN(/N=C/c1ccc(-c2ccc([N+](=O)[O-])cc2)o1)c1ccccc1 | 0.0 | i | -11* | i | 2 | i | 2 | i | -17 | i | -18
O=C(O)C1CCN(C(=O)c2ccc(Cl)cc2)CC1 | 0.2 | i | i | i | -12 | i | -3 | i | -5 | i | -4
CC(=O)c1cccc(NC(=S)NC(=O)c2ccc(Br)cc2)c1 | 3.6 | i | i | i | -8 | i | 3 | i | -3 | i | -143
COc1cc(C(=O)NCCC(=O)N2CCN(C)CC2)cc(OC)c1OC | -0.3 | i | i | i | -10 | i | 1 | i | 4 | i | 6
Cc1c(CN(C)C)c2c(n1Cc1ccccc1)C(=O)c1ccccc1-2 | -0.2 | i | i | -6* | -28 | i | -5 | i | -2 | -7* | 3
Cc1ccc(-n2c(SCC(N)=O)nnc2-c2ccco2)cc1 | -11 | i | i | i | -4 | i | 0 | i | -8 | i | 17
CCCc1nc(NCc2ccncc2)c2nnn(Cc3ccccc3F)c2n1 | 0.8 | i | i | i | 5 | i | 2 | i | 3 | i | 5
S=C(NCCCN1CCOCC1)NCCCN1CCOCC1 | 0.5 | i | i | i | 20 | i | 6 | i | -18 | i | -7
CCc1nnc(NC(=O)C2CC(=O)N(C3CCCC3)C2)s1 (stereo not drawn) | -0.3 | i | i | i | -11 | i | -8 | i | 3 | i | -15
CCSc1sccc1C1C(C#N)=C(N)N(c2cccnc2)C2=C1C(=O)CCC2 (stereo not drawn) | -0.1 | i | i | i | 12 | i | -1 | i | 1 | i | -22
CC(C)(C)NC(=O)CN(Cc1ccccc1)S(=O)(=O)c1ccccc1 | 1.3 | i | i | i | -19 | i | 0 | i | -11 | i | -4
Cc1c(C(=O)NCCSCc2cccc(C(F)(F)F)c2)cnn1-c1ccc(Cl)cc1 | -0.5 | i | i | i | -10 | i | 3 | i | 14 | i | 19
CC(/C=C/c1ccc(N(C)C)cc1)=N\N=C(/N)SC1CC(=O)N(c2ccc(C(=O)O)cc2)C1=O (stereo not drawn) | 0.2 | i | i | i | -15 | i | -1 | i | 21 | i | -68
CC(C)CC(=O)NC1(C(F)(F)F)C(=O)Nc2c1c(=O)n(C)c(=O)n2C (stereo not drawn) | nt | i | i | i | -37 | i | 2 | i | nt | i | nt
Cc1ccc(S(=O)(=O)N2CCC(C(=O)N[C@H](C(=O)N3CCN(C)CC3)C(C)C)CC2)cc1 | -0.4 | i | i | i | 7 | i | 4 | i | 0 | i | -5
Cc1onc(-c2ccccc2Cl)c1C(=O)OCC(=O)Nc1ccc2c(c1)OCO2 | -0.1 | i | i | i | -5 | i | 1 | i | -14 | i | -5
Cc1ccc(/C=N/NC(=O)c2cccnc2)s1 | -0.6 | i | i | i | -20 | i | 6 | i | 4 | i | -7
CCC(=O)Nc1cccc(-c2ccc(N3CCN(C)CC3)nn2)c1 | 3.4 | i | i | i | -71 | i | 0 | i | -3 | i | -73
Cc1ccc(C)c(OCCn2c(=O)c3c(ncn3C3CCCC3)n(Cc3ccccc3)c2=O)c1 | 0.4 | i | i | i | 8 | i | 0 | i | nt | i | 13
N#Cc1cc([N+](=O)[O-])cnc1N(CCO)CCO | -0.6 | i | i | i | -14 | i | 1 | i | 11 | i | 18
CNC(=O)c1c(NC(=O)c2ccco2)sc2c1CCCC2 | 0.6 | i | i | i | -52 | i | -2 | i | ? | i | -42
COc1ccc(CCC(=O)N2CCCc3ccccc32)cc1 | 0.7 | i | i | i | -13 | i | -6 | i | 3 | i | 1
CC1=CC(C)(C)Nc2ccc(OC(=O)C(C)N3C(=O)c4ccccc4C3=O)cc21 (stereo not drawn) | -1.7 | i | i | i | 9 | i | -2 | i | -5 | i | 19

The final five records of the section above lead into the next:
SMILES | HIF act | TRPC6 activator | MrgX1 antag | TRPC4 inh | KLF5 inhibitor | TRPC4 agonist | IEC-6 cytotox | TRPC4 PAM | SKKanGAS inh | TRPC6 inhibitor | aSyn 5UTR inh
Cc1ccc(C)c(OCCn2c(=O)c3c(ncn3C3CCCC3)n(Cc3ccccc3)c2=O)c1 | 0.4 | i | i | i | 8 | i | 0 | i | nt | i | 13
N#Cc1cc([N+](=O)[O-])cnc1N(CCO)CCO | -0.6 | i | i | i | -14 | i | 1 | i | 11 | i | 18
CNC(=O)c1c(NC(=O)c2ccco2)sc2c1CCCC2 | 0.6 | i | i | i | -52 | i | -2 | i | ? | i | -42
COc1ccc(CCC(=O)N2CCCc3ccccc32)cc1 | 0.7 | i | i | i | -13 | i | -6 | i | 3 | i | 1
CC1=CC(C)(C)Nc2ccc(OC(=O)C(C)N3C(=O)c4ccccc4C3=O)cc21 (stereo not drawn) | -1.7 | i | i | i | 9 | i | -2 | i | -5 | i | 19
COc1ccc(-c2cc(=O)oc3c(C)c(O)c(CN(C)C)cc23)cc1 | 0.4 | i | i | i | -4 | i | 1 | i | nt | i | -16
COc1cccc(C(=O)Nc2cc(=O)n(C)c(=O)n2C)c1 | -0.5 | i | i | i | nt | i | nt | i | -5 | i | 11
CCC(=O)Nc1cc2c(cc1C(=O)c1ccccc1)OCCO2 | 0.5 | i | i | i | -8 | i | -3 | i | 1 | i | 15
Cc1cc(C(=O)O)ccc1-c1ccc(/C=C2\SC(=O)N(CC(=O)Nc3ccc4c(c3)OCO4)C2=O)o1 | nt | i | i | i | -7 | i | -10 | i | nt | i | nt
CCCCNC(=O)c1cc2c(=O)n(CC)c3ccccc3c2s1 | -0.6 | i | i | i | -21 | i | 10 | i | 1 | i | -30
O=C(CSc1ccc(C(F)(F)F)cn1)Nc1ccccc1 | nt | i | i | i | -13 | i | 3 | i | -2 | i | nt
CCN(Cc1ccccc1)C(=O)Cn1c(=O)n(-c2ccc(OC)cc2OC)c(=O)c2c(C)c(C)sc21 | 0.4 | i | i | i | 1 | i | -4 | i | -5 | i | -14
CCC(C)[C@H](NC(=O)NCc1cccs1)C(=O)OC (stereo partly drawn) | -0.3 | i | i | i | -1 | i | 6 | i | -3 | i | 20
COc1ccc(Cc2nc3c4c(ncn3n2)Oc2c(ccc3ccccc23)C4c2ccc(OC)c(OC)c2)cc1 (stereo not drawn) | -2.3 | i | i | i | -7 | i | 7 | i | 13 | i | 11
Cc1ccccc1OCCC(=O)N(Cc1ccccc1)c1c(N)n(Cc2ccccc2)c(=O)[nH]c1=O | -0.5 | i | i | i | -5 | i | 2 | i | 10 | i | 7
Cc1csc2ncc(C(=O)NCc3ccc4c(c3)OCO4)c(=O)n12 | 0.4 | i | i | i | nt | i | nt | i | 3 | i | -17
CCCCCCCn1c2c(c(=N)c3c1CCC3)CCCC2 | -0.3 | i | nt | i | 59 | i | 38* | i | 7 | -6* | 83*
COc1ccc(N(C(=O)CCl)C(C)(C(=O)Nc2c(C)cccc2C)c2ccccn2)cc1 (stereo not drawn) | 0.7 | i | i | i | -30 | i | -5 | i | 0 | i | -47
Cc1noc(C)c1S(=O)(=O)N1CCN(C(c2ccccc2)c2ccc(Cl)cc2)CC1 (stereo not drawn) | 0.4 | i | i | i | -23 | i | 0 | i | 3 | i | -10
Cc1ccccc1Nc1scc(-c2ccc(Br)cc2)[n+]1-c1ccccc1C | 0.1 | i | i | i | -8 | i | 0 | i | 7 | i | -1
COCC(=O)N(C)c1nnc(-c2cnc(C)cn2)s1 | -45 | i | i | i | -22 | i | -5 | i | 24 | i | -51
COc1cc(Cl)c(C)cc1NC(=O)Cn1c(NCCO)nc2ccccc21 | nt | i | i | i | -5 | i | 2 | i | 4 | i | 14
COc1ccc(N2CCN(C(=S)NCc3ccc(C)cc3)CC2)cc1 | -0.1 | i | i | i | 1 | i | 0 | i | 2 | i | 16
Cc1nn(-c2ccccc2)c(C)c1/C=N/NC(=O)c1ccccc1O | -0.8 | i | i | i | -52 | i | 1 | i | -2 | i | -21
COn1c(SCC(N)=O)nc2ccccc2c1=O | -0.4 | i | i | i | 7 | i | -4 | i | -2 | i | 4
CCN(CC)C(=O)C1CCC(CNS(=O)(=O)c2cccc3cccnc23)CC1 (stereo not drawn) | nt | i | i | i | 5 | i | -2 | i | -8 | i | -6
CC1CCCCN1CCCNC(=O)CN1C(=O)CSc2ccc(S(=O)(=O)N3CCOCC3)cc21 (stereo not drawn) | 0.5 | i | i | i | -37 | i | -1 | i | 1 | i | -12
CNc1nc(SCC(=O)Nc2ccccc2)nc(N2CCOCC2)n1 | -0.8 | i | i | i | -8 | i | -2 | i | -4 | i | 25
N#Cc1nc(-c2ccc(OCc3ccc(Cl)cc3)cc2)oc1NCc1cccnc1 | 0.4 | i | i | i | -10 | i | 5 | i | -5 | i | -53
Cc1cc(C(=O)NCCCN2CCOCC2)n(-c2ccccc2)n1 | -0.3 | i | i | i | -29 | i | -1 | i | -5 | i | 20
Cc1nn(Cc2ccc(C(=O)N3CCOCC3)o2)c(C)c1Br | -0.4 | i | i | i | -10 | i | 11 | i | 3 | i | 22
CCOC(=O)N1CCN(Cc2nc3cc(NC(=O)c4ccco4)ccc3n2C)CC1 | 0.6 | i | i | i | -41 | i | 10 | i | -2 | i | -36
Cc1ccc(-c2nc(CS(=O)CC(=O)NCc3ccc(F)cc3)c(C)o2)cc1 (stereo not drawn) | 0.7 | i | i | i | -25 | i | 0 | i | -10 | i | 38
COc1ccc(NC(=O)C2Cc3ccccc3CN2C(=O)c2ccccc2)cn1 (stereo not drawn) | -0.1 | i | i | i | 1 | i | 0 | i | 6 | i | -28
FC(F)(F)COc1ccc(-c2nnc(SCc3c(Cl)cccc3Cl)o2)cn1 | 0.1 | i | i | i | -17 | i | -4 | i | -2 | i | 4
